# SARS 3CLpro inh: SARS-CoV 3CLpro protease inhibition; recombinant SARS-CoV 3CLpro, quenched FRET peptide cleavage; 290,000 tested, 0.14% active; P0C6X7; inhibition, % at 6 µM; AID 1706; in the data active means inhibition above about 12%
# BoNT A protease: BoNT A light chain protease inhibition; multiplex microsphere protease substrate cleavage, flow cytometry; 360,000 tested, 0.17% active; inhibition, % at 10 µM; further: plate controls were buffer without enzyme for full effect and enzyme alone for no effect
# Y pestis TopoI: inhibitors of Yersinia pestis topoisomerase I. AID 504884. activity, % at 10 µM. Y. pestis Topo-I cleavage product accumulation, plate reader. 360,000 tested, 0.064% active; in the data active means activity above about 50%, passing the limit was not always enough; inconclusive means no clear call, values can overlap the other calls; further: inactives centre near 2
# Vc quorum ag: induces V. cholerae light production without autoinducers. AID 588436. V. cholerae BH1578 lux reporter, luminescence, 6 h. 350,000 tested, 0.16% active. activation, % at 18.7 µM; in the data active means activation mostly above about 9.7%, no sharp cut-off; inconclusive means no clear call, values can overlap the other calls; inactive means mostly below about 3.7%; further: not every result past the cut was called active; inactives centre near 0; reference of the scale not given here
# PrPC surface inh: inhibitors of human cell surface prion protein PrPC | P04156 | 370,000 tested, 0.43% active | TR-FRET read-out | inhibition, % at 13.8 µM | AID 720596; in the data active means inhibition above about 24%; further: 0% = median of the test wells and 100% = reference compound wells
# TcdB inh: blocks C. difficile toxin B glycohydrolase activity; 350,000 tested, 0.24% active; inhibition, % at 9.99 µM; P18177; TcdB glycohydrolase enzymatic assay, plate reader; in the data active means inhibition above about 10%
# PfHsp40 yeast: compounds rescuing yeast from Plasmodium falciparum HSP40 toxicity | S. cerevisiae expressing PfHsp40, growth rescue, ATP luminescence | growth rescue, % at 12.5 µM | 340,000 tested, 0.68% active; in the data active means growth rescue above about 28%, passing the limit was not always enough; inconclusive means no clear call, values can overlap the other calls;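 further: yeast W303a lacking pdr1 and pdr3 grown in galactose medium; growth measured after three days at 30 °C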
# SSB-PriA inh: K. pneumoniae PriA-SSBct interaction inhibition. AlphaScreen SSBct-PriA binding, biotinylated peptide. inhibition, % at 33 µM. 430,000 tested, 0.6% active; in the data active means inhibition mostly above about 37%, no sharp cut-off; inactive means mostly below about 20%;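 further: plate controls were negative control peptide for no effect and reference peptide for full effect; strong numbers were not always called active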
# Anthrax LF inh2: blocks Bacillus anthracis lethal factor protease. inhibition, % at 10 µM. multiplex microsphere protease cleavage assay, LF. P15917. AID 588501. 360,000 tested, 0.12% active; further: plate controls were buffer without enzyme for full effect and enzyme alone for no effect
# Starred values were filed as active, the others as inactive; i = inactive; ? = inconclusive; . = not tested or not shown; & = joins results of further samples. Unless noted, no stated cut-off is given here; in the data, active means inhibition above about 30%; inconclusive means no clear call, values can overlap the other calls; inactive means below that. These rows are one share of the data (hit frequency here may not be typical).
SMILES,SARS 3CLpro inh,BoNT A protease,Y pestis TopoI,Vc quorum ag,PrPC surface inh,TcdB inh,PfHsp40 yeast,SSB-PriA inh,Anthrax LF inh2
CCCNC(=O)Nc1ccccc1SC,-1,-0.8,-6,-0.2,4,-2.2,-0.3,-9,0
O=C(CSc1nncn1-c1ccccc1)Nc1ccccc1,2,0.1,4,i,-7,0.8,-0.5,-7,8
COc1ccc(C2CC(C(F)(F)F)n3ncc(C(=O)Nc4cccc(O)c4)c3N2)cc1OC (stereo unspecified),10,-1.4,-26,-4.8,2,.,0.4,6,-4
O=c1c2ccccc2nc2n1CCO2,3,2.7,4,i,3,0.4,-1.4,-3,-6
O=C(CSc1nc2c(sc3ccccc32)c(=O)n1CCCN1CCOCC1)NCC1CCCO1 (stereo unspecified),3,-0.1,16,-0.1,3,-7.4,-0.7,2,-2
Oc1ccc(Cl)cc1-c1cc(-c2cccc(Br)c2)n[nH]1,5,-1.2,-26,-0.3,7,.,-0.4,5,-9
O=C(O)CCN1C(=O)/C(=C/c2ccc(-c3nc4ccccc4s3)o2)SC1=S,5,17,7,-4.7,-2,.,-1.5,0,19
NS(=O)(=O)c1ccc(N/N=C/c2ccc(O)c(O)c2O)c([N+](=O)[O-])c1,6,-4.9,-31,-0.4,-26,-9.6,0.0,.,-23
Cc1cc(NC(=O)CSc2nnc(-c3ccccc3Cl)o2)no1,5,1.2,10,i,5,-0.5,-1.9,3&-10,-8
COC(=O)c1cc(=O)n(Cc2ccc(F)cc2)c(=Nc2ccccc2)s1,4,-0.3,0,-0.7,-7,0.1,1.4,-2,3
O=C(COC(=O)CCc1nc2ccccc2c(=O)[nH]1)NCc1ccc(F)cc1,1,-1.2,1,-0.1,-5,-0.2,0.0,-7,-9
CCCN(C)C[C@@H]1Oc2ncc(Br)cc2C(=O)N([C@@H](C)CO)C[C@H]1C,.,-0.4,12,i,-1,0.7&1.0,.,.,-14
Nc1ncnc2c1ncn2[C@@H]1O[C@H](C(=O)NCc2ccc3c(c2)OCO3)[C@@H](O)[C@H]1O,.,-0.9,.,.,-4,-1.4,.,.,-4
COc1cccc(Nc2nc(-c3ccc4c(c3)OCCO4)cs2)c1,1,0.4,-3,5.0,7,.,0.1,30,-1
O=C1N=c2ccccc2=C1c1c(O)n(-c2cccc(F)c2)[nH]c1=O,-1,-3.7,1,-0.2,-11,0.4,0.4,0,-4
O=S(=O)(NC1CCCCC1N1CCN(c2ccc(F)cc2)CC1)c1ccc(Cl)cc1 (stereo unspecified),7,-0.2,4,i,.,.,-1.4,5,-3
Cc1cc(=O)oc2cc(OCC(=O)N(C)C3CCS(=O)(=O)C3)c(Cl)cc12 (stereo unspecified),-2,2.0,-5,i,7,-2.8,-0.2,-4,-3
CS(=O)(=O)Nc1ccc(-c2cccc3nccn23)cc1,.,0.0,4,1.2,-7,0.9,.,.,-1
CS(=O)(=O)N(CC(=O)Nc1ccc(Br)cc1)C1CCCCC1,3,?,-5,-0.4,11,1.5,0.6,10,-26
CCOC(=O)[C@@H]1CSCCS(=O)(=O)N1,.,0.0,2,i,-5,1.1,-0.3,-5,-4
CN(C)CCc1cc2c(c3c1ccc1ccccc13)OCO2,-6,.,-20,i,-7,2.1,-0.2,17,.
Cc1ccc(-n2c(SCC(=O)OC(C)C)nnc2-c2cnccn2)cc1,-2,0.5,7,-0.4,3,.,0.8,-16,-2
COc1ccccc1/C=C/c1nc2ccc(OC(C)=O)cc2c(=O)o1,1,1.8,-2,1.7,8,7.6,-0.9,-11,16
CCOc1ccc(CCNC(=O)CN2CCN(Cc3ccc(F)cc3)C2=O)cc1OCC,6,-0.3,12,i,-8,.,-0.8,4,1
C=CCN(c1ccccc1)S(=O)(=O)c1cc(C(=O)NC2=NCCS2)ccc1Cl,3,-0.2,4,-0.2,8,1.0,-0.2,-12,-2
Cc1nc2ccc(S(=O)(=O)NC(C(=O)NCc3cccs3)C(C)C)cc2s1 (stereo unspecified),-2,-0.1,-3,-0.2,5,-1.5,-0.5,-7,2
CCOC(=O)N1CCC(NS(=O)(=O)c2cc(Br)cc3c2N(C(=O)CC)CC3)CC1,-13,0.9,2,i,-3,.,0.3,-11,4
CC1Cc2cc(S(=O)(=O)N3CCCCC3C)ccc2N1C(=O)C1CCC1 (stereo unspecified),0,-1.1,28,i,4,1.2,0.8,-4,-5
CCC(=O)Nc1ccc(N2CCCCC2)c(C(=O)Nc2ccc(OC)cc2)c1,4,1.9,30,i,1,0.8,4.5,9,2
Cc1ccc(C(=O)COC(=O)CCC(=O)NC2CCCCC2)cc1[N+](=O)[O-],1,0.6,1,-0.5,-3,-1.3,0.7,-20,-2
CC(=O)N/C(=C\c1ccccc1)C(=O)N1CCOCC1,0,-0.5,-8,-0.8,4,0.1,0.5,0,2
Cc1nn(C)c(=O)n1-c1ccc(OCc2ccccc2)cc1,-4,-0.7,8,.,.,.,-1.0,-5,-16
O=C(CC1C(=O)NCCN1Cc1cccc(C(F)(F)F)c1)NC1CCCCCC1 (stereo unspecified),-2,0.0,3,i,.,.,-0.3,13,0
CCc1nnc(NC(=O)Cc2sc(C)nc2-c2ccc(C)cc2)s1,0,0.1,1,i,3,-0.2,0.7,-4,9
CC(C)C(NC(=O)OC(C)(C)C)C(=O)NC(CCC(=O)OCc1ccccc1)C(N)=O (stereo unspecified),-2,-0.1,-6,i,-1,1.4,-0.7,-4,-3
Cc1cc(=O)nc2c3ccccc3n(C(C)C(=O)Nc3cc(F)ccc3F)n12 (stereo unspecified),2,-0.9,8,-0.5,0,1.0,-0.1,-5,-2
CCCNC(=O)c1ccccc1NC(=O)c1ccc(CSc2ccccc2)cc1,6,-0.2,19,-0.1,-1,.,1.8,-11,-3
CCOc1ccc(NC(=O)C2CCN(C(=O)N3CCOc4ccccc43)CC2)cc1,-3,-0.9,7,-1.3,16,0.7,2.5,-5,-6
O=C(COc1cccc(F)c1)NNC(=O)c1cccc(-n2cccc2)c1,.,0.4,3,-7.1,1,3.5,-0.2,-12,6
COC(=O)c1ccc(NC(=O)N2CCOCC2)cc1,0,0.0,1,i,6,.,0.8,4,-1

# Just Anthrax LF inh2 and PrPC surface inh, for 2 of the compounds above:
molecule	Anthrax LF inh2	PrPC surface inh
O=C(CSc1nc2c(sc3ccccc32)c(=O)n1CCCN1CCOCC1)NCC1CCCO1 (stereo unspecified)	-2	3
Oc1ccc(Cl)cc1-c1cc(-c2cccc(Br)c2)n[nH]1	-9	7

# 4 entries out of the list, sorted by SMILES length, low to high:
SMILES,SARS 3CLpro inh,BoNT A protease,Y pestis TopoI,Vc quorum ag,PrPC surface inh,TcdB inh,PfHsp40 yeast,SSB-PriA inh,Anthrax LF inh2
CN(C)CCc1cc2c(c3c1ccc1ccccc13)OCO2,-6,.,-20,i,-7,2.1,-0.2,17,.
COc1cccc(Nc2nc(-c3ccc4c(c3)OCCO4)cs2)c1,1,0.4,-3,5.0,7,.,0.1,30,-1
CS(=O)(=O)N(CC(=O)Nc1ccc(Br)cc1)C1CCCCC1,3,?,-5,-0.4,11,1.5,0.6,10,-26
CCCN(C)C[C@@H]1Oc2ncc(Br)cc2C(=O)N([C@@H](C)CO)C[C@H]1C,.,-0.4,12,i,-1,0.7&1.0,.,.,-14

# Later entries.
SMILES,SARS 3CLpro inh,BoNT A protease,Y pestis TopoI,Vc quorum ag,PrPC surface inh,TcdB inh,PfHsp40 yeast,SSB-PriA inh,Anthrax LF inh2
Cc1ccc(-n2c(SCC(=O)NCc3ccco3)nnc2-c2cccnc2)cc1,1,-0.2,-3,-0.4,-14,.,-0.4,-2,-2
CCOc1ccc(NC(=O)CS(=O)(=O)c2cn(CC)c3ccccc23)cc1,2,0.1,-10,i,-3,0.0,-0.7,1,-6
O=C(CCn1nc(-c2ccccc2)c2ccccc2c1=O)Nc1cccnc1,4,-0.4,2,-1.1,6,-0.6,-1.0,8,0
O=C(Nc1cccc2c1N(C(=O)c1ccco1)CCC2)c1ccco1,-5,1.8,-1,2.6,-3,1.2,1.4,1,-4
CCN(CC(=O)Nc1c(F)cccc1F)C(=O)c1ccc(=O)[nH]c1,-3,-1.3,3,-3.9,-2,-1.4,-0.6,-4,1
Nc1sc2c([n+]1CCCS(=O)(=O)[O-])CCCC2,5,0.3,-5,-0.5,5,1.0,0.2,-13,0
O=C(Nc1ccccc1Cl)c1cc(C2CCCN(C(=O)c3ccc4c(c3)CCO4)C2)on1 (stereo unspecified),.,-0.2,29,-1.2,7,0.7,.,.,-4
CCN(CC)C(=O)c1c(NC(=O)c2ccccc2)sc(C)c1C,1,0.1,7,i,0,.,-1.4,6,-2
O=C(O)CCn1ccc2cc(S(=O)(=O)N3CCCCCC3)ccc21,7,-1.0,-8,i,2,-1.3,-0.9,-23,0
O=C(Cc1n[nH]c(=O)c2ccccc12)Nc1cccc(S(=O)(=O)N2CCCC2)c1,0,-0.9,0,-0.6,1,-0.6,-1.1,-6,1
O=C(c1cnn2c(C(F)F)cc(-c3ccccc3)nc12)N1CCCc2ccccc21,5,-0.5,-3,-0.2,.,1.2,-0.7,-7,-2
O=C(N/N=C/c1cccnc1)c1ccc2c(c1)OCO2,3,-1.8,-3,-1.0,9,3.5,-1.5,.,-9
O=C(COC(=O)c1cc[n+]([O-])cc1)Nc1ccc(Cl)cc1C(F)(F)F,.,4.1,14,i,.,.,-1.6,-1,-1
CCCCCCNC(=O)CCc1nc2cccnc2n1Cc1ccc(OC)cc1,3,0.1,35,i,0,0.6,-0.9,-13,-2
COc1ccc(-n2nc3c(N4CCC(C(=O)NCc5ccccc5C)CC4)nnc(C)c3c2C)cc1,2,3.0,?,-0.3,.,.,2.6,-3,7
COc1ccc(/C=N/NC(=O)CCCC(=O)NC2CCCCC2)cc1,0,-0.2,2,0.4,0,.,0.7,.,4
O=C(Nc1ccc2c(c1)OCO2)c1cc(C2CCCN(C(=O)CCCc3ccccc3)C2)on1 (stereo unspecified),.,-2.4,30,i,23,1.4,.,.,-7
COc1ccc(N(C(=O)CNC(=O)c2ccco2)C(C(=O)NCC2CCCO2)c2ccccc2)cc1OC (stereo unspecified),3,1.9,7,0.7,3,0.2,0.6,-14,-2
COc1ccc(NC(=O)CCN2CCN(Cc3ccccc3)CC2)c(OC)c1,-5,-2.4,4,-0.4,9,-1.0,0.7,-16,-2
CNCCC(=O)N1c2ccccc2CCc2ccc(NC(=O)OC)cc21,4,1.3,-5,-0.5,-10,2.3,0.1,6,2
CCC(C)(C)NC(=O)C(c1ccc(OC)cc1)N(C(=O)CCC(=O)Nc1cc(C)on1)C(C)(C)C (stereo unspecified),-4,-4.0,-2,i,-10,-0.2,-0.1,-4,1
Cc1ccccc1NC(=O)Cc1nc(COC(=O)c2cccc(O)c2)cs1,.,-1.7,1,-1.2,-2,0.1,-0.7,1,-3
COc1ccc(C2CC(C(F)(F)F)n3nc(C(N)=O)c(Cl)c3N2)cc1OC (stereo unspecified),-1,-2.0,-7,-2.0,8,.,0.4,-5,-6
